# ELG1 DNA repair – qHTS screen for small molecules that inhibit ELG1-dependent DNA repair in human embryonic kidney (HEK293T) cells expressing luciferase-tagged ELG1. AID 504467, 2011. 330,000 tested, 2.3% active. HEK293T ELG1-luciferase reporter, luminescence, 16 h; DNA damage induced by 5-fluorouridine. Potency, µM (doses to about 46.1 µM), inactives show at the highest dose activity change, negative = inhibition, most hits filed as inhibitors; active = well fitted inhibition curve with a large enough effect; inconclusive = small, poorly fitted or top-dose-only effect, or effect the other way; note: potency is the fitted concentration of half-maximal effect; nearly all actives have a fitted effect of over 55% in size
#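 HEK293T cells expressing luciferase-tagged ELG1 (2,000/well) received 5-Fluorouridine plus compound or DMSO for 16 hr at 37 °C. Luciferase was read by ONE-Glo luminescence after 30 min at room temperature.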
# KCNH2 3.1 inh – qHTS for Inhibitors of KCHN2 3.1: Mutant qHTS | Potassium voltage-gated channel subfamily H member 2, brain isoform KCNH2 3.1 (human) | U2OS KCNH2 3.1, thallium flux FluxOr; active compounds read low | activity change, % (tested at about 1.8 µM) | 340,000 tested, 0.95% active;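 active = maximum activity change below -70%; inconclusive = maximum activity change from -70% to -50%; inactive = maximum activity change above -50%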;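 note: thallium influx rate constant from kinetic fluorescence after stimulation buffer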
#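 Channel expression came from 3.1 mutant virus (1.77 x 10^8 /mL) applied to suspended U2OS cells for 4 h. Flux was tracked with FluxOr dye plus Red40 quencher, and kinetic rate constants normalized to controls.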
# Starred values were filed as active, the others as inactive; ? = inconclusive. % is set by controls: 0 for no effect and ±100 for the full control effect. Not all compounds are listed; rates above refer to the full screens.
SMILES	ELG1 DNA repair	KCNH2 3.1 inh
Cc1ccc2c(COC(=O)C3CC(=O)N(c4ccc5c(c4)OCCO5)C3)cc(=O)oc2c1 (configuration not stated)	?	4
CC(=O)c1c(C)[nH]c(C(=O)COC(=O)C2(C)CC2(Cl)Cl)c1C (configuration not stated)	?	-7
Cc1ccsc1C(=O)OCC(=O)Nc1ccc(Cl)cn1	?	-1
Cc1noc(C)c1S(=O)(=O)N(C)C[C@H]1Oc2c(NC(=O)C3CCCCC3)cccc2C(=O)N([C@H](C)CO)C[C@@H]1C	4%	-17
COc1cccc(-c2sc3cc(OC)c(OC)cc3c2-c2ccc(OCCN3CCCCC3)cc2)c1	?	-15
COc1cc(C(=O)OCC(=O)N2CCCC2=O)cc(OC)c1C	10%	-1
CC(C)C(NC(=O)C1CC(=O)N(Cc2ccccc2)C1)c1nc2ccccc2[nH]1 (configuration not stated)	2%	-20
Cc1cccc(C(=O)OCC(=O)NC2CC2)c1O	?	-13
COc1ccccc1NC(=O)COC(=O)/C=C/c1cccs1	5%	5
Cn1cccc1C(=O)OCC(=O)NCCCc1ccccc1	?	3
Cc1ccc(S(=O)(=O)Nc2cccc(C(=O)NCC(c3ccc(F)cc3)N3CCOCC3)c2)cc1 (configuration not stated)	-17%	14
Cc1ccc([C@H]2C(C(=O)O)=CC[C@@H](c3cccs3)N2S(=O)(=O)c2ccc(C)cc2)cc1	9%	2
OC[C@@H]1CC[C@@H](Cc2ccc(-c3ccccc3)cc2)O1	?	-7
Cc1ccc(C2(C)NC(=O)N(CC(=O)N3CC(=O)Nc4ccccc43)C2=O)cc1 (configuration not stated)	?	10
CC1(c2ccccc2)NC(=O)N(CC(=O)N(c2ccccc2)C2CCS(=O)(=O)C2)C1=O (configuration not stated)	23%	7
C[C@H](CO)N1C[C@H](C)[C@@H](CN(C)S(C)(=O)=O)Oc2c(NC(=O)c3ccncc3)cccc2C1=O	3%	-7
CN(C)c1ccc(-c2cc3ccccc3c(=O)o2)cc1	?	-5
COc1ccccc1N(C)S(=O)(=O)c1ccc(C(=O)Nc2cccc(Br)c2)cc1	18µM*	12
C[C@@H]1[C@H]2CCCC[C@H]2CN(C(=O)OC(C)(C)C)[C@@H]1CC(=O)c1ccccc1	0%	-5
COc1cccc(N2CCN(C(=O)CCNS(=O)(=O)c3ccc(F)c(F)c3)CC2)c1	?	-3
CCC(CO)Oc1cc(NC(=O)c2ccc([N+](=O)[O-])cc2)c2ncn(C(C)C)c2c1 (configuration not stated)	-5%	3
C[C@H](CO)N1C[C@H](C)[C@@H](CN(C)S(=O)(=O)c2ccccc2)Oc2ccc(NC(=O)CCC(F)(F)F)cc2C1=O	0%	6
Cc1ccc(NC(=O)CO/N=C(\N)c2ccccc2)cc1C	0%	20
CC(C)(C)OC(=O)C[C@H]1C/C=C\C[C@@H](CC(=O)N[C@H](CO)Cc2ccccc2)C(=O)NC[C@H](c2ccccc2)OC1=O	?	-2
CCOC(=O)[C@@H]1[C@H]2COc3cc(OC)ccc3[C@@H]2N2C(=O)N(c3ccc(F)cc3)C(=O)[C@@]12C	?	-8
CCCc1cc(=O)[nH]c(SCC(=O)NC2CCCCCCC2)n1	7%	-8
Cc1ccsc1C(=O)OCC(=O)N(Cc1ccccc1)C(C)C	1%	2
CC(C)(CNCc1ccccc1)NS(=O)(=O)c1ccc(Cl)cc1	0%	-9
O=C(CSc1ncccn1)N1CCCCCC1	?	-10
Cc1ccc(NC(=O)Cc2c(F)cccc2Cl)cc1S(=O)(=O)N1CCOCC1	?	-8

# (further entries)
SMILES	ELG1 DNA repair	KCNH2 3.1 inh
O=C(c1cc(-c2cccc3ccccc23)nc2ccccc12)N1CCN(CCO)CC1	4.6µM*	-7
COC(=O)[C@@]1(C)[C@H]2C(=O)N(C)C(=O)[C@H]2[C@H]2CN(C)C(=NC3CCCCC3)N21	10%	24
Cc1ccc(Sc2ccc(S(=O)(=O)Nc3ccc(C(=O)O)cc3)cc2)cc1C	0%	13
Cc1cc(SCC(=O)NC2CC2)nc2ccccc12	?	4
CCN(c1ccccc1)S(=O)(=O)c1cc(C(=O)NCC(c2ccco2)N2CCCCC2)ccc1C (configuration not stated)	0%	-46
COc1ccc(OC)c(S(=O)(=O)NCCCN2CCOCC2)c1	-2%	-10
CCCCCn1nc(C(=O)OCc2nc(N)nc(Nc3ccccc3)n2)c2ccccc2c1=O	-26%	-11
Cc1ccc2c(c1)[C@H]1[C@H](CO2)[C@H](c2ccccc2)[C@]2(C)C(=O)Nc3cc(F)c(F)cc3C(=O)N12	-4%	-27
O=C(CSc1nnc2ccccn12)NNC(=O)c1cccc(Cl)c1	?	-5
COc1ccc2c(-c3ccc(S(N)(=O)=O)cc3)c(-c3ccc(S(C)(=O)=O)cc3)sc2c1	?	1
C[C@H](NC(=O)c1ccc(Cl)cc1)C(=O)OCn1nnc2ccccc2c1=O	14%	-17
Cn1nnnc1SCC(=O)N1N=C(c2ccc(Cl)cc2)CC1c1ccco1 (configuration not stated)	?	5
Cc1ccc2nc(COC(=O)c3cnccn3)cc(=O)n2c1	26%	-4
COC(=O)[C@]1(Cc2ccccc2)N[C@H](CN(C)C(=O)C2CCCCC2)[C@@H]2C(=O)N(Cc3ccccc3)C(=O)[C@@H]21	?	5
COc1ccc(C(=O)OCC(=O)c2c(N)n(C)c(=O)n(C)c2=O)c(OC)c1OC	2%	-13
CCCC1(c2ccccc2)NC(=O)N(CC(=O)Nc2ccc(N3CCOCC3)cc2)C1=O (configuration not stated)	1%	5
O=C(COC(=O)/C=C/c1ccc([N+](=O)[O-])cc1)NC(=O)NC1CCCCC1	0%	6
CC(C)NC(=O)N(C)C[C@H]1Oc2ccc(NC(=O)CCC(F)(F)F)cc2C(=O)N([C@H](C)CO)C[C@@H]1C	12%	16
Cc1c(C2(O)CCCCC2)[nH]c2cc(C(F)(F)F)ccc12	-7%	6
COc1cc(C(=O)OCC(=O)N2CCCCCC2)c([N+](=O)[O-])cc1OC	-7%	1
N#CCCN(C(=O)CSc1nc2ccccc2c(=O)[nH]1)c1ccc(F)cc1	17%	-8
O=S1(=O)c2ccccc2OC(COCc2ccccc2)CN1C1CC1 (configuration not stated)	-1%	3
CCC1Nc2ncnc(N3CCOCC3)c2N(Cc2ccc(Br)cc2)C1=O (configuration not stated)	12%	-14
CCCCCCCCNCCS(=O)(=O)NN1CCOCC1	?	-3
O=C(Nc1cccc(Cl)c1)c1nc[nH]c1C(=O)NCCCCNC(=O)c1[nH]cnc1C(=O)Nc1cccc(Cl)c1	8%	2
COc1ccccc1-c1sc2cc3c(cc2c1-c1ccc(OCCN2CCCCC2)cc1)OCO3	-1%	-2
COc1ccc(NS(=O)(=O)c2cccc(C(=O)NN=Cc3ccc(OC)c(O)c3)c2)cc1	13%	-6
CCOC(=O)CCCCCC(=O)Nc1ccc2c(c1)CC(=O)N([C@@H](C)CO)C[C@H](C)[C@@H](CN(C)C(=O)Nc1ccc3c(c1)OCO3)O2	24%	-13
C=CCn1c(SCC(=O)Nc2cccc(S(N)(=O)=O)c2)nc2sc(C)c(C)c2c1=O	?	16
N#Cc1cccc(NC(=O)CCN2C(=O)C3CCCCC3C2=O)c1 (configuration not stated)	11%	-1

# 6 entries drawn at random from the list so far, as already listed:
SMILES	ELG1 DNA repair	KCNH2 3.1 inh
COc1cccc(N2CCN(C(=O)CCNS(=O)(=O)c3ccc(F)c(F)c3)CC2)c1	?	-3
CCCCCCCCNCCS(=O)(=O)NN1CCOCC1	?	-3
O=C(c1cc(-c2cccc3ccccc23)nc2ccccc12)N1CCN(CCO)CC1	4.6µM*	-7
O=S1(=O)c2ccccc2OC(COCc2ccccc2)CN1C1CC1 (configuration not stated)	-1%	3
COc1ccccc1NC(=O)COC(=O)/C=C/c1cccs1	5%	5
Cc1ccc2c(COC(=O)C3CC(=O)N(c4ccc5c(c4)OCCO5)C3)cc(=O)oc2c1 (configuration not stated)	?	4

# The listing picks up; the three compounds before the break are reprinted first.
SMILES	ELG1 DNA repair	KCNH2 3.1 inh
CCOC(=O)CCCCCC(=O)Nc1ccc2c(c1)CC(=O)N([C@@H](C)CO)C[C@H](C)[C@@H](CN(C)C(=O)Nc1ccc3c(c1)OCO3)O2	24%	-13
C=CCn1c(SCC(=O)Nc2cccc(S(N)(=O)=O)c2)nc2sc(C)c(C)c2c1=O	?	16
N#Cc1cccc(NC(=O)CCN2C(=O)C3CCCCC3C2=O)c1 (configuration not stated)	11%	-1
O=C(NCc1ccccc1C(F)(F)F)c1cccc2c1C(=O)c1ccc(N3CCOCC3)cc1S2(=O)=O	5.2µM*	3
CC[C@@H](C)[C@@H]1CN([C@@H](CN2CCC[C@H]2CN2C(N)=NC[C@H]2C(C)C)C(C)C)C(=N)N1CCCC1CCCC1	12%	1
Cc1cc(NC(=O)c2ccc(Cl)cc2Cl)n(-c2ccccc2)n1	1%	-9
CC(C)(C)OC(=O)N1CCCC(C(=O)Nc2ccc(C(=O)N3CCCC3)cc2)C1 (configuration not stated)	-1%	-22
Cn1c(N)c(C(=O)COC(=O)Cc2cccs2)c(=O)n(C)c1=O	11%	?
Cc1ccccc1-n1c(SCC(=O)NCC2CCCO2)nnc1-c1ccncc1 (configuration not stated)	2%	-6
CCOC(=O)C1=CN(Cc2ccco2)S(=O)(=O)NC1c1ccc(C(F)(F)F)cc1 (configuration not stated)	-4%	6
COc1cc(C(=O)COC(=O)c2ccncc2)cc(OC)c1OC	?	15
COc1ccc(C2CC(c3ccccc3Cl)=NN2c2ccc(S(N)(=O)=O)cc2)cc1 (configuration not stated)	-5%	-11
O=C(COC(=O)Cc1ccc(Br)cc1)Nc1ccc(Cl)cn1	4%	-4
C=CCC[C@H](Cc1ccc(F)cc1)C(=O)O[C@H](CNC(=O)[C@@H](CC=C)CC(=O)N(CCO)Cc1ccccc1)c1ccccc1	?	-5
C[C@H](CO)N1C[C@H](C)[C@@H](CN(C)C(=O)Nc2ccc3c(c2)OCO3)Oc2ccc(NC(=O)CCC(F)(F)F)cc2C1=O	13%	13
COc1ccccc1CNC(=O)COC(=O)c1ccco1	0%	-24
Cc1ccc(S(=O)(=O)N(C)C)cc1NC(=O)COC(=O)COc1ccc2c(C)cc(=O)oc2c1	14%	-3
CCCOc1cc(C)c(S(=O)(=O)NCc2cccs2)cc1C	?	6
O=C(COC(=O)c1ccc[n+]([O-])c1)Nc1ccccc1OC(F)F	20%	23
COc1ccc(NC(=O)N(C)C[C@H]2Oc3ccc(NC(=O)Nc4ccc(C(F)(F)F)cc4)cc3C(=O)N([C@H](C)CO)C[C@@H]2C)cc1	3%	-4
NS(=O)(=O)c1ccc(CCNC(=O)COC(=O)C2COc3ccccc3O2)cc1 (configuration not stated)	16%	19
COc1ccc(CN2CCN(C(=O)C3CCN(C(=O)Nc4ccccc4)CC3)CC2)cc1OC	?	-11
CN(C(=O)c1cccc(NC(=O)Cc2ccc([N+](=O)[O-])cc2)c1)C1CC1	?	-14
Cc1cc(C(=O)NN=C(CCC(=O)O)c2cccs2)c(C)o1	0%	-15
CON(C)C(=O)CCN(Cc1ccccc1)C(=O)OC(C)(C)C	0%	3
CCc1ccc(C(=O)Nc2cc(S(=O)(=O)N3CCOCC3)ccc2N2CCOCC2)cc1	?	-3
Cc1ccccc1CC(=O)N1CCN(S(=O)(=O)c2ccc(Cl)s2)CC1	?	3
Cc1ccc(C)c(NC(=O)C(c2ccccc2)N2CCN(CC(=O)N3CCOCC3)CC2)c1 (configuration not stated)	1%	-89*
COc1cc(OC)c(C(=O)OCC(=O)NC23CC4CC(CC(C4)C2)C3)cc1OC	-3%	-17
O=C(COC(=O)C1CC1)Nc1ccc(S(=O)(=O)N2CCOCC2)cc1	12%	14
C=CCC[C@H](Cc1ccc(F)cc1)C(=O)OC[C@H](C)NC(=O)[C@@H](CC=C)CC(=O)N[C@H](CO)Cc1ccccc1	?	-18
NC(=O)CSc1nc2cc(S(=O)(=O)N3CCOCC3)ccc2o1	2%	-16
O=C(NCC(=O)N1CCN(C/C=C/c2ccccc2)CC1)c1ccc(Br)cc1	21µM*	-41

# Remaining list, next part
SMILES	ELG1 DNA repair	KCNH2 3.1 inh
CC(Sc1n[nH]c(-c2cccs2)n1)C(=O)N1CCCC1 (configuration not stated)	-6%	0
Cn1c(N)c(C(=O)COC(=O)c2ccc(C(F)(F)F)cc2)c(=O)n(C)c1=O	-1%	-5
CN(C)S(=O)(=O)c1cc(NC(=O)COC(=O)CC2Sc3ccccc3NC2=O)ccc1Cl (configuration not stated)	?	-9
O=C(C[C@H]1C[C@H](C(=O)N2CCOCC2)[C@@]2(CCC3CCCC3)c3[nH]c4cc(-c5ccco5)ccc4c3CCN2C1=O)NCc1ccco1	?	-29
Cc1cn([C@H]2C[C@H](O)[C@@H](CCC(=O)NCCCn3ccnc3)O2)c(=O)[nH]c1=O	?	5

# Screening data (PubChem)
